Bioassay records deposited in PubChem BioAssay by National Center for Advancing Translational Sciences (NCATS).
IMPase cell inh: IMPase inhibition in cells. 120,000 tested, under 10 active. CHO-M1 cells, IP1 accumulation, HTRF TR-FRET ratio. inhibition (IP1 accumulation), % at 46.1 µM. P97697; active = well fitted curve in the direction sought with a large enough effect in the signal ratio, not every such curve was filed as active; inconclusive = small, poorly fitted or top-dose-only effect, or a change in a side signal; inactive = no such curve, though single readings can be large or run the other way; the % refers to the signal ratio;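 note: cells stimulated with carbachol in lithium chloride buffer; plate controls were DMSO basal wells for no effect and reference inhibitor wells for full effect; higher means more IMPase inhibition seen as more IP1 and lower FRET ratio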
Target sequence (P97697 whole entry, looked up): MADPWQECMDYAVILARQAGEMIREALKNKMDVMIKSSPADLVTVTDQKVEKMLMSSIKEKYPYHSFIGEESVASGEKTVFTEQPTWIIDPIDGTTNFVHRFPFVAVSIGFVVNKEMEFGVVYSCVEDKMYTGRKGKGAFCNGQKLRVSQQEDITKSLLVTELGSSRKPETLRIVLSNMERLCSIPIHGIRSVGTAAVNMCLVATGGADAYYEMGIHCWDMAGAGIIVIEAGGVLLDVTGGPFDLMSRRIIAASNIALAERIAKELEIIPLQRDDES
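Cellular IMPase inhibition is scored as a rise in cytosolic IP1, detected by competitive TR-FRET between d2-labelled IP1 and a europium anti-IP1 antibody. M1-expressing CHO cells were stimulated with carbachol for 30 min at 37C, with lithium (50 mM LiCl) present in the buffer.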
ALOX12 inhib: blocks human 12-lipoxygenase activity. 150,000 compounds, 0.12% hits. Potency, µM (series often up to 57.1 µM), without a hit: top-dose activity change, negative = inhibition, hits mostly inhibitors. purified 12-hLO, xylenol orange hydroperoxide absorbance; note: potency is the fitted concentration of half-maximal effect; nearly all actives have a fitted effect of over 55% in size; many of its hits are not listed in these tables
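Purified human 12hLO (150 nM final) was preincubated with compounds for 15 min at room temperature in 25 mM Hepes pH 7.0, 0.01% Triton X-100, then reacted with 40 uM arachidonic acid for 30 min. Hydroperoxide was detected with ferrous iron/xylenol orange.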
15-hLO-2 inh: 15-hLO-2 (ALOX15B) enzyme inhibition; purified 15hLO-2, xylenol orange hydroperoxide absorbance; 110,000 compounds, 0.56% hits; AID 881; Potency, µM (series often up to 57.1 µM), inactives show top-dose activity change, negative = inhibition, most hits filed as inhibitors; O15296; note: potency is the fitted concentration of half-maximal effect; nearly all actives have a fitted effect of over 60% in size; many of its hits are not listed in these tables
Target sequence (O15296 whole entry, looked up): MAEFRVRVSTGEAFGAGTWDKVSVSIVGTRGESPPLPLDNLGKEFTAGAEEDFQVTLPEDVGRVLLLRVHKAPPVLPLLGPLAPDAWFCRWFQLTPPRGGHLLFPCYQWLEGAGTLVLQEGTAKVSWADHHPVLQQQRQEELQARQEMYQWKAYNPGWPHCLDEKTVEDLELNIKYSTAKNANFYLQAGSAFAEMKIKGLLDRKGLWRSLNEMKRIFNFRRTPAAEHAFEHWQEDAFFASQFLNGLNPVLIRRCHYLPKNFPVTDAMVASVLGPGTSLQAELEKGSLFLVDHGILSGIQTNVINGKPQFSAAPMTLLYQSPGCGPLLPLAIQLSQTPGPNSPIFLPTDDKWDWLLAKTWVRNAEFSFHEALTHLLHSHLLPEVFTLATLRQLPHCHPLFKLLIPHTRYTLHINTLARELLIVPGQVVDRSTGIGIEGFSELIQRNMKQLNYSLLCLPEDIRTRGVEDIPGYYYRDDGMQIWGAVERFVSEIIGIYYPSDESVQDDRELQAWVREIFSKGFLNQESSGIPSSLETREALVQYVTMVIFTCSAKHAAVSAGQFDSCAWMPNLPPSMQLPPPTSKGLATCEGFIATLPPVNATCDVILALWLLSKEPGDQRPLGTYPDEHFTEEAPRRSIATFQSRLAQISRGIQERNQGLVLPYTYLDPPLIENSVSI
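Purified human 15hLO-2 (50 nM final) preincubated with compounds 15 min at room temperature in 25 mM Hepes pH 7.5, 0.01% Triton X-100, then 45 uM arachidonic acid added for 90 min; hydroperoxide detected via ferrous/xylenol orange, 573/405 nm absorbance ratio.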
PNC assembly inh: perinucleolar compartment assembly inhibition. activity change (PNC), negative = inhibition, % at 10 µM. 140,000 compounds, 3.1% hits. PC3M PTB-GFP, PNC prevalence imaging, 16 h; stronger effect = lower value;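 active = readout at or below -70, meaning at least 70% loss of cells showing the perinucleolar compartment, a nuclear body marking cancer cells; inconclusive = readout between -30 and a set limit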;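 note: plate controls were DMSO wells for no effect and camptothecin positive control wells for full effect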
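Compounds are pinned in duplicate onto adhered PC3M cells stably expressing GFP-tagged PTB and incubated 16 h at 37 C. Cells are then fixed, nuclei stained with Hoechst, and PNC-positive cells counted.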
The depositor's hits bear a star; ? = inconclusive; · = not tested or not shown; [ ] = another dose, or the depositor's remark. Unless noted, calls come from the whole dose curve; as a rule, active = well fitted curve in the direction sought with a large enough effect; inconclusive = small, poorly fitted or top-dose-only effect, or another doubt; inactive = no such curve, though single readings can be large; an effect the other way counts as inactive or inconclusive. Unless noted, % is set by controls: 0 for no effect and ±100 for the full control effect.

Screens by letter – A = IMPase cell inh; B = ALOX12 inhib; C = 15-hLO-2 inh; D = PNC assembly inh
1. CC(C)(CS(=O)(=O)[O-])NC(=O)CC[N+](C)(C)CCO
  A: -4; B: -4%; C: 6%; D: ?
2. COc1cccc(-c2nnc(N(C)C(=O)c3ccno3)s2)c1
  A: -4; B: -5%; C: -4%; D: 25
3. CC(/C=C/c1ccccc1)=N\NC(=O)C1CC1(C)c1ccccc1 (stereo unspecified)
  A: ?; B: -2%; C: ·; D: ?
4. Cc1cc(C)cc(NC(=O)c2ccc(CSc3nnc(C)s3)cc2)c1
  A: 6; B: 6%; C: 0%; D: 21
5. O=C(NCc1ccco1)C1CCCN(S(=O)(=O)Cc2ccccc2)C1 (stereo unspecified)
  A: -11; B: 3%; C: -4%; D: -20
6. C=CCn1c(-c2csc(-c3ccc(Cl)cc3)n2)n[nH]c1=S
  A: -18; B: -4%; C: -22%; D: ?
7. NS(=O)(=O)c1cnccc1Nc1ccc(Cl)cc1
  A: ·; B: -5%; C: ·; D: 12
8. CCOc1ccc2c(=O)c(Oc3ccccc3)c(C)oc2c1
  A: -2; B: 0%; C: -15%; D: -8
9. O=C(CCN1C(=O)C2C3C=CC(C3)C2C1=O)N1CCN(c2ccccc2Cl)CC1 (stereo unspecified)
  A: -1; B: -6%; C: -3%; D: ?
10. Cc1cccc(NS(=O)(=O)c2cc(C(=O)OC(C)C(=O)NCc3ccc4c(c3)OCO4)ccc2C)c1 (stereo unspecified)
  A: 9; B: -2%; C: ·; D: -12
11. Cc1ccccc1C(=O)NC(C)c1ccc2c(c1)CCCC2 (stereo unspecified)
  A: -8; B: -1%; C: -8%; D: 23
12. O=C1C(Cl)=C(Nc2ccccc2O)C(=O)N1c1ccccc1
  A: -1; B: -28%; C: ?; D: -17
13. CCCc1nc(C(C)(C)O)c(C(=O)OCc2oc(=O)oc2C)n1Cc1ccc(-c2ccccc2-c2nn[nH]n2)cc1
  A: ·; B: -3%; C: 11%; D: ·
14. O=C(c1sc2ccccc2c1Cl)N(Cc1ccccc1Cl)C1CCS(=O)(=O)C1 (stereo unspecified)
  A: 3; B: -4%; C: -5%; D: -16
15. CCOc1ccc(CCNC(=O)CCc2nc(-c3ccc(OC)cc3)no2)cc1OCC
  A: 0; B: 7%; C: -3%; D: 4
16. Cc1cccc(-n2ncc3c(N)ncnc32)c1
  A: -2; B: 3%; C: 7%; D: -4
17. O=C(CNC(=O)c1ccc(Cl)cc1)N/N=C/C=C/c1ccccc1
  A: 3; B: 4%; C: ·; D: -25
18. Clc1ccc(CCNc2nc3ccccc3s2)cc1
  A: 7; B: -6%; C: 8%; D: 0
19. Cc1cc(C)nc(N(C#N)CN2C(=O)c3ccccc3C2=O)n1
  A: -5; B: -5%; C: -7%; D: -4
20. O=C1CC(c2ccco2)CC(O)=C1C=NCCN1CCNCC1 (stereo unspecified)
  A: 0; B: -5%; C: 10%; D: -30
21. COc1ccc(Cn2c(=S)[nH]c3ccsc3c2=O)cc1
  A: ·; B: -4%; C: ·; D: 7
22. COc1ccc(/C=C/C(=O)NC2CCCCCC2)cc1S(=O)(=O)N1CCOCC1
  A: ·; B: 0%; C: ·; D: -21
23. COc1ccc(-n2c(=O)c(C)nc3cnc(N(C)C)nc32)cc1
  A: ·; B: 4%; C: -2%; D: ·
24. Cc1ccc(CCNC(=O)c2nnn(-c3cccc(C)c3)c2N)cc1
  A: 2[1.84 µM]; B: 0%; C: 12%[11.4 µM]; D: ?
25. CC(=O)CC(=O)Nc1ccn(-c2ccccc2)n1
  A: -4; B: -1%; C: 1%; D: 2

Profiles as entered above. Order of values: IMPase cell inh, ALOX12 inhib, 15-hLO-2 inh, PNC assembly inh
Listed for CC(/C=C/c1ccccc1)=N\NC(=O)C1CC1(C)c1ccccc1 (stereo unspecified) = ?, -2%, ·, ?
Listed for Clc1ccc(CCNc2nc3ccccc3s2)cc1 = 7, -6%, 8%, 0

Additional compounds:
Screens by letter – A = IMPase cell inh; B = ALOX12 inhib; C = 15-hLO-2 inh; D = PNC assembly inh
26. CCCC(c1nnnn1Cc1cccs1)N1CCN(C2CCCC2)CC1 (stereo unspecified)
  A: 9; B: -8%; C: -4%; D: 39
27. O=[N+]([O-])c1ccc(O)c(N=Cc2sc3ccccc3c2O)c1
  A: ·; B: -4%; C: ·; D: 15
28. CN(C)CCCOC1C(C(O)CO)OC2OC(C)(C)O[C@@H]21 (stereo partly specified)
  A: ·; B: 0%; C: -7%; D: ·
29. COc1ccc(Cl)cc1N1C(=O)C2CCCN2C1c1ccc(F)cc1 (stereo unspecified)
  A: 6; B: -1%; C: 7%; D: -8
30. Nc1cc(OC(=O)c2cccs2)nn1S(=O)(=O)c1ccc(F)cc1
  A: 8; B: -11%; C: -8%; D: -3
31. COc1ccc(Oc2nc3ccccc3nc2C(F)(F)F)cc1
  A: 10; B: 3%; C: 5%; D: 32
32. Cc1ccc(Nc2c(N)c(=O)oc3ccccc23)cc1
  A: 5; B: -8%; C: ·; D: ?
33. COc1cccc(-c2nn[nH]n2)c1O
  A: ·; B: -23%; C: ·; D: 37
34. COc1cc(CC(=O)Oc2ccc3c(c2)OCO3)cc(OC)c1OC
  A: 17; B: 1%; C: 3%; D: -4
35. CC1(C)CC(N2CN(C3CCCCC3)CC2=O)CC(C)(C)N1
  A: 5; B: -3%; C: -2%; D: ?
36. Cc1ccc(C2C(C=Nc3c(C)n(C)n(-c4ccccc4)c3=O)=C(c3ccccc3)Oc3ccccc32)cc1 (stereo unspecified)
  A: -6; B: -3%; C: -1%; D: ?
37. Cc1nc(C(=O)Nc2cc(Cl)ccc2Cl)nn1-c1cc(OC(C)C)c(Cl)cc1Cl
  A: -2; B: 4%; C: 16%; D: 20
38. Cc1ccc(-n2ncc3c(NCc4cccnc4)ncnc32)c(C)c1
  A: ·; B: 0%; C: ·; D: 50
39. CCn1cc(Cl)c(C(=O)Nc2nc3ccccc3n2CCN2CCCCC2)n1
  A: 5; B: 9%; C: 30%[activator]; D: 23
40. O=C(COc1cccc2ccccc12)NNC(=O)C1CCCO1 (stereo unspecified)
  A: 1; B: -5%; C: -5%; D: ?
41. Cc1nn(CC(=O)OC(C)C(=O)Nc2ccccc2[N+](=O)[O-])c(C)c1[N+](=O)[O-] (stereo unspecified)
  A: -1; B: 2%; C: ·; D: 29
42. O=C(NCCNC(=O)C(F)(F)F)c1ccncc1
  A: -2; B: -1%; C: -2%; D: -8
43. CCNc1nc(NCC)nc(SCCOC(=O)Nc2ccc(Cl)cc2Cl)n1
  A: ·; B: 1%; C: ·; D: ?
44. Cc1ccc(NC(=O)CO/N=C/c2ccc(N(C)C)cc2)cc1
  A: ·; B: -2%; C: ·; D: ?
45. COC(=O)c1sc(NC(=O)C2CCCO2)c(C(=O)OC)c1C (stereo unspecified)
  A: 4; B: -2%; C: -5%; D: 31
46. OC(CNc1ccccc1)COc1ccc(OCC(O)CNc2ccccc2)cc1 (stereo unspecified)
  A: ?; B: -4%; C: -8%; D: ?
47. Cc1ccccc1Cn1nc(C)c(NC(=O)/C=C/c2cnn(C)c2)c1C
  A: ·; B: -1%; C: ·; D: -114*
48. Cc1ccc(S(=O)(=O)N2CCC(=O)N(CCOC(=O)Nc3cccc(Cl)c3)CC2)cc1
  A: ·; B: -4%; C: ·; D: -26
49. CCC(C)(C(=O)Nc1ccc2c(c1)OCCO2)N(C(C)=O)c1ccc(C(N)=O)cc1 (stereo unspecified)
  A: 8; B: 3%; C: -2%; D: 4
50. Cc1cccc(NC(=S)N(CCCN2CCOCC2)Cc2ccccn2)c1
  A: ·; B: -3%; C: ·; D: ?

Shown as a hit in PNC assembly inh (from the list above):
Screens by letter – A = IMPase cell inh; B = ALOX12 inhib; C = 15-hLO-2 inh; D = PNC assembly inh
47. Cc1ccccc1Cn1nc(C)c(NC(=O)/C=C/c2cnn(C)c2)c1C
  A: ·; B: -1%; C: ·; D: -114*

Returning to the listing with the four entries that preceded the break.
Screens by letter – A = IMPase cell inh; B = ALOX12 inhib; C = 15-hLO-2 inh; D = PNC assembly inh
47. Cc1ccccc1Cn1nc(C)c(NC(=O)/C=C/c2cnn(C)c2)c1C
  A: ·; B: -1%; C: ·; D: -114*
48. Cc1ccc(S(=O)(=O)N2CCC(=O)N(CCOC(=O)Nc3cccc(Cl)c3)CC2)cc1
  A: ·; B: -4%; C: ·; D: -26
49. CCC(C)(C(=O)Nc1ccc2c(c1)OCCO2)N(C(C)=O)c1ccc(C(N)=O)cc1 (stereo unspecified)
  A: 8; B: 3%; C: -2%; D: 4
50. Cc1cccc(NC(=S)N(CCCN2CCOCC2)Cc2ccccn2)c1
  A: ·; B: -3%; C: ·; D: ?
51. COc1ccc(C(=O)n2nc(-c3ccc(C)cc3)nc2N)cc1OC
  A: 2; B: 2%; C: -2%; D: 10
52. C=COCCNC(=O)C1CC(=O)N(c2ccc(C)cc2)C1 (stereo unspecified)
  A: 4; B: 2%; C: 0%; D: -14
53. CCC(CC)c1nnc(NC(=O)COc2ccc3c(C)cc(=O)oc3c2)s1
  A: 3; B: 0%; C: -12%; D: 50
54. Fc1ccc(Cn2c(SCc3ccc(F)c(C(F)(F)F)c3)nnc2C(F)(F)F)cc1
  A: 6; B: -4%; C: -14%; D: -13
55. CC(C)c1ccccc1N1CC(C(=O)O)CC1=O (stereo unspecified)
  A: -7; B: 0%; C: -4%; D: 13
56. O=C(NCCN1CCN(c2ccccc2F)CC1)c1cccn2c(=O)c3ccccc3nc12
  A: 1; B: -3%; C: 56%[activator]; D: -27
57. COC(=O)Cc1c(C)c2ccc(OCC(=O)N3CCOCC3)cc2oc1=O
  A: -4; B: 3%; C: 4%; D: -15
58. NC(=O)c1ccc(NC(=O)COC(=O)c2c3c(nc4ccccc24)/C(=C\c2ccc4c(c2)OCO4)CCC3)cc1
  A: 9; B: -1%; C: ·; D: -1
59. Cc1ccc(NC(=O)C(=O)NCCN2CCN(Cc3ccc([N+](=O)[O-])cc3)CC2)cc1
  A: ·; B: 0%; C: ·; D: ?
60. COc1ccc(OC)c(S(=O)(=O)Nc2ccc(C(C)=O)cc2)c1
  A: 3; B: -8%; C: 4%; D: -7
61. O=C(CSc1ccc(Cl)cc1)Nc1ccc(NC(=O)c2ccco2)cc1
  A: -6; B: 3%; C: -30%; D: ?
62. Cc1cc(C)c2c(c1)-c1c(ssc1=S)C(C)(C)N2C(=O)CSc1nncn1C
  A: 3; B: ?; C: ?; D: ?
63. Cc1ccc(S(=O)(=O)N2CCOCC2)cc1C(=O)Nc1ccc2c(c1)CCC2
  A: ·; B: 0%; C: ·; D: 21
64. COc1ccc(CNC(=O)c2cc(-c3ccco3)on2)cc1
  A: 7; B: -1%; C: ·; D: -3
65. COc1ccc(OCC(=O)OCC(=O)NCc2ccco2)cc1
  A: 10; B: 5%; C: 10%; D: 12
66. C=CCNC(=O)c1ccccc1NC(=O)c1ccc(Cl)c(S(=O)(=O)Nc2ccccc2)c1
  A: -13; B: -9%; C: -11%; D: 33
67. O=C(C1CCC1)N1CCc2cc(S(=O)(=O)Nc3ccc4c(c3)OCO4)ccc21
  A: ·; B: -15%; C: ·; D: ?
68. Cc1cccc(CSc2cn(CC(=O)N3CCOCC3)c3ccccc23)c1
  A: -5; B: 0%; C: ·; D: 101
69. O=C(N/N=C/c1c[nH]c2ccccc12)C1CC1c1ccccc1 (stereo unspecified)
  A: -2; B: -7%; C: ·; D: ?
70. O=C(Nc1ccccc1C(=O)NCCCn1ccnc1)c1ccc(Cl)cc1Cl
  A: ?; B: -2%; C: ·; D: ?

Part of the list above with just ALOX12 inhib and 15-hLO-2 inh:
item | canonical_smiles | ALOX12 inhib | 15-hLO-2 inh
64 | COc1ccc(CNC(=O)c2cc(-c3ccco3)on2)cc1 | -1% | ·
58 | NC(=O)c1ccc(NC(=O)COC(=O)c2c3c(nc4ccccc24)/C(=C\c2ccc4c(c2)OCO4)CCC3)cc1 | -1% | ·
51 | COc1ccc(C(=O)n2nc(-c3ccc(C)cc3)nc2N)cc1OC | 2% | -2%

Some of the compounds tested; count on the stated rates, not on these rows.
